# ATXN2 expr inh: Primary qHTS for Inhibitors of ATXN expression; HEK-293 ATXN2-luciferase reporter, luminescence, 24 h; Potency, µM (series often up to 57 µM), inactives show at the highest dose activity change, negative = inhibition, actives largely listed as inhibitors; hit rate 0.72% among 360,000; AID 1745845, 2022; note: potency is the fitted concentration of half-maximal effect; % is set by controls: 0 for no effect and ±100 for the full control effect; nearly all actives have a fitted effect of over 55% in size
#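 qHTS (up to 57 uM final) was run with 24 h compound exposure of reporter cells at 37 °C. Each well was multiplexed: SteadyGlo luminescence measured ATXN2-luciferase expression after a fluorogenic Gly-Phe-AFC viability readout (25 uM final).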
# MCF10A rerep: A quantitative high throughput screen for small molecules that induce DNA re-replication in MCF 10a normal breast cells. hit rate 2.9% among 350,000. AID 624296, 2012. MCF 10A DNA re-replication, Hoechst nuclear intensity, 48 h. Potency, µM (highest dose often 46.1 µM), for inactives: top-dose activity, positive = re-replication, actives largely listed as activators; note: potency is the fitted concentration of half-maximal effect; % of control where 0% means no effect; nearly all actives have a fitted effect of over 50% in size
# ATXN viability: Viability Counterscreen for Primary qHTS for Inhibitors of ATXN expression. S2 cells (HEK-293 line with an ATXN2-luciferase reporter) viability, CellTiter-Fluor protease fluorescence, 24 h. Potency, µM (highest dose often 56.7 µM), hits mostly cytotoxic. hit rate 0.49% among 400,000; note: potency is the fitted concentration of half-maximal effect; nearly all actives have a fitted effect of over 40% in size
# HT1080NT lethal: qHTS for induction of synthetic lethality in tumor cells producing 2HG: qHTS for the HT-1080-NT fibrosarcoma cell line; HT-1080-NT fibrosarcoma viability, CellTiter-Glo ATP luminescence, 48 h; Potency, µM (top dose mostly 46.1 µM), for inactives: at the highest dose activity, negative = less viability, hits mostly cytotoxic; hit rate 1.6% among 360,000;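 note: NT is the 2HG producing partner of a matched IDH1 knockdown line; potency is the fitted concentration of half-maximal effect; 0% = DMSO-treated cells and -100% = media-only wells without cells; nearly all actives have a fitted effect of over 55% in size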
#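 Compounds were tested in concentration-response format on HT-1080-NT cells for 48 hours at 37 degrees C. Cell viability came from CellTiter-Glo luminescence; curves were classified by r2, response magnitude and activity.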
# KB-V1 MDR tox: qHTS assay for MDR1-selective chemotherapeutics: Primary screen using the drug-selected MDR subline cells KB-V1; KB-V1 MDR cells viability, CellTiter-Glo, 72 h; AID 1347076, 2019; Potency, µM (titrated, usually from 46.1 µM), for inactives: at the top dose activity change, negative = cytotoxicity, usual class: cytotoxic; hit rate 3.4% among 400,000; note: potency is the fitted concentration of half-maximal effect; % is set by controls: 0 for no effect and ±100 for the full control effect; nearly all actives have a fitted effect of over 60% in size
#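 KB-V1, DMEM (no phenol red) + 10% FBS; cpd pin-transferred, titration series; 72 h, 37 degrees C; CellTiter-Glo, luminescence. Data normalized, curve-fit.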
# HT1080 IDH1KD tx: qHTS for induction of synthetic lethality in tumor cells producing 2HG: qHTS for the HT-1080-IDH1KD cell line; AID 686971, 2013; HT-1080 IDH1 knockdown viability, ATP luminescence, 48 h; hit rate 2% among 360,000; Potency, µM (top dose mostly 46.1 µM), inactives show top-dose activity, negative = toxicity, actives largely listed as cytotoxic;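 note: potency is the fitted concentration of half-maximal effect; 0% = DMSO wells and -100% = cell-free medium wells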
#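 Viability of IDH1-knockdown HT-1080 fibrosarcoma cells was assessed by CellTiter-Glo after 48 h at 37 °C with titrated compound; concentration-effect curves were classified by fit quality and response size.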
# SW480 rerep: A quantitative high throughput screen for small molecules that induce DNA re-replication in SW480 colon adenocarcinoma cells. SW480 DNA re-replication, Hoechst DNA content imaging, 48 h. Potency, µM (series often up to 46.1 µM), for the others: at the top dose re-replication activation, actives largely listed as activators. hit rate 1.8% among 340,000; note: potency is the fitted concentration of half-maximal effect; % of control where 0% means no effect; nearly all actives have a fitted effect of over 55% in size
#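 Image-based DNA-content assay: after two days of treatment, nuclei were labelled with the DNA dye Hoechst and imaged, and hits were compounds raising the count of nuclei showing high fluorescence intensity.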
# KB-3-1 cytotox: qHTS assay for MDR1-selective chemotherapeutics: Primary screen using the parental adenocarcinoma cell KB-3-1. KB-3-1 viability, CellTiter-Glo ATP luminescence, 72 h. Potency, µM (titrated, usually from 46.1 µM), inactives show at the highest dose activity change, negative = cytotoxic, hits mostly cytotoxic. hit rate 1.4% among 400,000; note: potency is the fitted concentration of half-maximal effect; % is set by controls: 0 for no effect and ±100 for the full control effect; nearly all actives have a fitted effect of over 60% in size
#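 Here the drug-naive KB-3-1 line serves as comparator for MDR sub-line selectivity; cells received compound titrations, 72 h at 37 °C, then CellTiter-Glo readout.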
# IL1B secr inh: qHTS for Inhibitors of Inflammasome Signaling: IL-1-beta AlphaLISA Primary Screen; THP-1 LPS/ATP IL-1B secretion, AlphaLISA, 16 h; active compounds read low; activity change, % at 57.5 µM; hit rate 4.7% among 360,000; AID 743279, 2014; in the data active = activity change below about -50%; inconclusive = mostly about -30% to -49%; note: % is set by controls: 0 for no effect and ±100 for the full control effect
#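 THP-1 cells pretreated 1 hr with compounds (up to 57.5 uM final), then stimulated with LPS (250 ng/mL final) plus ATP (1.25 mM final); secreted IL-1B measured by AlphaLISA after 16 hr, decreased signal indicating inhibition.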
# Numbers without * were called inactive; i = inactive; ? = inconclusive; / = no result given; [ ] = remark or other dose. Unless noted, calls come from the whole dose curve; as a rule, active = well fitted curve in the direction sought with a large enough effect; inconclusive = small, poorly fitted or top-dose-only effect, or another doubt; inactive = no such curve, though single readings can be large; an effect the other way counts as inactive or inconclusive.
# Values run as follows: ATXN2 expr inh	MCF10A rerep	ATXN viability	HT1080NT lethal	KB-V1 MDR tox	HT1080 IDH1KD tx	SW480 rerep	KB-3-1 cytotox	IL1B secr inh
COc1ccc(C2NC(=O)N(C)C3=C2C(=O)N(c2cccc(Cl)c2)C3)cc1 (stereo not given)
→ -9%	/	i	/	7%	/	/	1%	/
O=C(O)c1cccc(-c2ccc3c(c2)OCO3)c1
→ 3%	-12%	i	1%	18%	3%	-4%	1%	2
CCOc1ccc(NC(=O)c2nc(SCC)ncc2Cl)cc1
→ /	0%	i	-1%	0%	-1%	-1%	-1%	0
COC1C(CO)OC(n2cnc3c(=S)nc(N)[nH]c32)C1O (stereo not given)
→ -17%	11%	i	10%	4%	10%	-3%	18%	3
Cc1c(CC(=O)O)c(=O)oc2c(C)c(OCc3c(F)cccc3Cl)ccc12
→ 3%	-3%	i	9%	?	12%	?	1%	9
O=C(CCCN1C(=O)c2ccccc2C1=O)Nc1c(C(=O)C2CC2)oc2ccccc12
→ -18%	-7%	i	17%	0%	3%	2%	9%	5
CCOc1ccc2nc(NC(=O)c3ccc(OC)c(S(=O)(=O)N4CCOCC4)c3)sc2c1
→ ?	15%	?	-7%	0%	-7%	-9%	-16%	-28
CCN(CC(=O)NCc1ccc(F)cc1)C(=O)c1cc2ccccc2o1
→ 3%	-1%	i	4%	-20%	0%	?	10%	-14
COc1ccc(CCNS(=O)(=O)c2ccc(-c3ccc(=O)[nH]n3)o2)cc1OC
→ 3%	0%	i	16%	?	15%	?	19%	12
Cc1cc(C)n(CC2CC(=O)N(c3ccc(Cl)c(Cl)c3)C2=O)n1 (stereo not given)
→ -7%	-1%	i	1%	13%	9%	-5%	4%	-2
Fc1ccc(C(Nc2ccccc2Cl)c2nnc(-c3ccccc3Cl)o2)cc1 (stereo not given)
→ -4%	/	i	/	4%	/	/	9%	/
NS(=O)(=O)c1ccc(NC(=S)N2CCN(c3cccc(Cl)c3)CC2)cc1
→ -5%	?	i	?	14%	?	0%	-6%	-3
CCOC(=O)c1oc2cccc(OC(C)=O)c2c1C
→ 34%[activator]	13%	i	-16%	1%	-14%	-2%	0%	-2
Cc1ccc(N2C(=S)NC3c4cc(Cl)ccc4OC2(C)C3C(=O)N(C)C)cc1 (stereo not given)
→ -2%[11.3 µM]	14%	i	-10%	-8%	-22%	9%	?	2
Cc1nnc(SCC(=O)Nc2sccc2C#N)n1Cc1ccccc1
→ 1%	3%	i	1%	3%	14%	-7%	13%	10
O=C(NCC1CCCO1)C(c1ccncc1)N(Cc1cccs1)C(=O)Cn1nnc(-c2ccc(F)cc2)n1 (stereo not given)
→ -19%	9%	?	-19%	-2%	-5%	-1%	8%	-30
COc1cc(NC(=S)NNC(=O)CC(C)C)c(OC)cc1Cl
→ /	-1%	i	1%	-1%	-1%	-9%	-2%	-19
COc1ccccc1NC(=O)CSc1nnnn1C1CCCCC1
→ -1%	6%	i	-3%	?	3%	13%	0%	-19
CC(CC(=O)NCc1ccc(Cl)cc1Cl)CC1=NS(=O)(=O)c2ccccc2N1 (stereo not given)
→ -2%	/	i	/	?	/	/	-19%	/
CSc1nnc(-c2sc3cc(C(F)(F)F)cnc3c2-c2ccccc2)n1C
→ -14%	4.6µM*	i	?	3.7µM*	-27%[9.24 µM]	14%	6.5µM*	10
COc1cccc(CNC(=O)C2CCN(S(=O)(=O)c3ccc(Br)s3)CC2)c1
→ -2%	8%	i	0%	?	2%	-1%	-7%	2
CCC(C)Sc1ccc([C@@H]2[C@@H]3C(=O)N(CC)C(=O)[C@@H]3[C@]3(C(=O)OC)CCCCN23)cc1 (stereo not given in full)
→ 2%	-8%	i	0%	?	20%	0%	?	1
O=C(/C=C/c1ccc([N+](=O)[O-])cc1)NCCc1ccc(F)cc1
→ /	3%	?	-1%	-29%	11%	6%	-6%	-17
CCC1=NN2C(=N)/C(=C\c3cccn3-c3cccc(Cl)c3)C(=O)N=C2S1
→ -15%	-5%	i	-20%	-22%	-2%	27%	18%	12
COc1ccccc1N(Cc1ccccc1)S(=O)(=O)c1cccc(C(=O)Nc2cccc(C)n2)c1
→ -1%	20%	i	1%	-19%	-23%	-11%	?	-9
Cn1c(COc2ccc(Cl)cc2)nnc1SCC(=O)Nc1ccc2c(c1)CCC2
→ -4%	-3%	?	1%	?	0%	-3%	3%	-5
OC[C@@H]1CN(CCNc2ccccc2)C[C@H](n2cnc3c(NCc4ccncc4)ncnc32)O1
→ 9%	/	i	-2%	18%	0%	/	0%	4
CCC(C(=O)Nc1ccccn1)c1ccccc1 (stereo not given)
→ -23%	?	?	0%	?	7%	10%	4%	18
CCc1ccc(NC(=O)CC2C(=O)Nc3c2c(=O)n(C)c(=O)n3C)cc1 (stereo not given)
→ 36%	18%	i	3%	-12%	-3%	-5%	-1%	69
O=C(O)c1ccc(-n2ncc3c2/C(=C/c2cccc([N+](=O)[O-])c2)CC3)cc1
→ /	3%	i	10%	-3%	6%	-2%	15%	32

# Record cards, as listed above. Order of values: ATXN2 expr inh, MCF10A rerep, ATXN viability, HT1080NT lethal, KB-V1 MDR tox, HT1080 IDH1KD tx, SW480 rerep, KB-3-1 cytotox, IL1B secr inh
# O=C(/C=C/c1ccc([N+](=O)[O-])cc1)NCCc1ccc(F)cc1 across the screens: /, 3%, ?, -1%, -29%, 11%, 6%, -6%, -17
# COc1ccccc1N(Cc1ccccc1)S(=O)(=O)c1cccc(C(=O)Nc2cccc(C)n2)c1 across the screens: -1%, 20%, i, 1%, -19%, -23%, -11%, ?, -9

# More structures
# Values run as follows: ATXN2 expr inh	MCF10A rerep	ATXN viability	HT1080NT lethal	KB-V1 MDR tox	HT1080 IDH1KD tx	SW480 rerep	KB-3-1 cytotox	IL1B secr inh
CC(C)N(CC(=O)Nc1ccc(Cl)cc1C(F)(F)F)C(=O)CCl
→ 19µM*	?	?	6.5µM*	?	6.5µM*	?	-10%	-115*
Cc1cc(NC(=O)c2ccc3nccnc3c2)ccc1Br
→ 43%[activator]	?	i	-10%	/	-8%	1%	/	9
Cc1ccccc1C(=O)Nc1ccnn1C1CCN(C(C)Cc2ccccc2F)CC1 (stereo not given)
→ -21%	1%	i	-14%	19%	-22%	-3%	-3%	-7
Cc1cccc(C(=O)NCCNC(=O)c2ccccn2)c1
→ 3%	-9%	i	24%	4%	4%	-13%	15%	6
Cn1cc(S(=O)(=O)N2CCOCC2)cc1C(=O)NCc1ccccc1Cl
→ 3%	1%	i	3%	-8%	5%	2%	0%	-2
COCCN1CCN(C(=O)c2ccc3c(c2)S(=O)(=O)c2ccccc2C3=O)CC1
→ 4%	?	i	3%	10%	0%	-16%	6%	-5
O=C(Nc1ccc2oc(-c3ccccc3Cl)nc2c1)c1ncn[nH]1
→ 77%[activator]	4%	i	1%	-9%	-2%	-3%	-14%	-1
CCOC(=O)C1=C(C)N(c2ccccc2)C(=O)/C1=C\c1cccs1
→ 2%	0%	i	-1%	18µM*	5%	3%	16%	?
CCCCC(=O)N/N=C/c1ccc(Sc2cccc3cccnc23)o1
→ 5%	18%	i	?	?	?	-1%	-27%	-19
CCOc1ccc(N=C2NC(=O)SC2CC(=O)OC)cc1 (stereo not given)
→ -12%	-5%	i	5%	-3%	4%	-5%	2%	29
N#CC1=C(N)Oc2cc(N)ccc2C1c1ccc(Cl)cc1 (stereo not given)
→ -24%	?	i	?	-8%	?	?	2%	-75*
Cn1cc(S(=O)(=O)N2CCC(C(N)=O)CC2)c(=O)n(C)c1=O
→ -2%	0%	?	0%	-8%	14%	-3%	0%	-2
FC(F)(F)c1cccc(N/N=C/c2ccccc2)c1
→ 14%	?	i	3%	-7%	2%	/	17%	-2
OC[C@H]1O[C@H](c2nc(-c3nc(-c4cccs4)no3)cs2)C[C@@H]1O
→ -21%	/	i	5%	1%	0%	/	0%	-80*
OCCN(Cc1ccccc1)Cc1ccc(Cl)cc1
→ -6%	?	i	4%	-9%	-4%	26%	-1%	9
CCN1CCN(c2cc(C)c3cc(NC(=O)c4cncc(Br)c4)ccc3n2)CC1
→ -16%	?	i	-10%	?	-4%	?	-29%	-54*
COc1cc(/C=N/NC(=O)c2cccc([N+](=O)[O-])c2)ccc1OC(=O)c1ccco1
→ -29%	1%	i	-9%	0%	0%	-1%	8%	-1
OC(Cc1cccnc1)(c1ccccc1)c1ccccc1
→ -6%	0%	?	7%	18µM*	7%	1%	?	32
COC(=O)c1ccc(CN2CCN(Cc3ccccc3)C(CCO)C2)cc1 (stereo not given)
→ 7%[11.3 µM]	1%	i	-10%	-25%	-11%	6%	3%	1
Cc1cc([N+](=O)[O-])nn1Cc1c(F)c(F)c(F)c(F)c1F
→ 1%	-1%	i	-5%[9.24 µM]	3%	14%	-4%	-2%	-5
CCCCC(=O)NC(c1ccco1)c1c(O)ccc2ccccc12 (stereo not given)
→ -8%	0%	i	-22%	3%	-22%	7%	-7%	5
CCOC(=O)N1CCN(C(=O)c2ccc3c(c2)N=C(C)c2cc(Cl)ccc2S3)CC1
→ -25%	2%	?	25%	0%	2%	-30%	?	-10
Cc1ccc(S(=O)(=O)C2(C(=O)Nc3ccc(F)cc3)CC2)cc1
→ 0%	-9%	i	10%	?	7%	12%	5%	0
CC(=O)N1CCN(c2ccc(S(=O)(=O)N3CCOCC3)cc2[N+](=O)[O-])CC1
→ -8%	5%	i	9%	12%	1%	0%	1%	8
CCC(C(=O)Nc1cccc(C(F)(F)F)c1)c1ccccc1 (stereo not given)
→ -26%	?	i	?	-25%	?	0%	-25%	2
Cc1ccc2cc3cc(C(=O)NCCC(C)C)oc3nc2c1
→ 8%	11%	i	1%	-13%	2%	-3%	-6%	-20
Cc1[nH]nc2c1C1(CCC3(CC1)OCCO3)C(C#N)=C(N)O2
→ -5%	-14%	i	2%	19%	1%	5%	-2%	5

# Source: PubChem
